Screening results from PubChem BioAssay.
Pol kappa inh: DNA polymerase kappa (human) inhibition; 400,000 compounds, 0.53% hits; purified Pol kappa, fluorescent DNA synthesis assay, 10 min; Potency, µM (highest dose often 107 µM), for inactives: top-dose activity, negative = inhibition, hits mostly inhibitors; Q9UBT6; further: potency means the concentration at half of the fitted maximal effect; on the % scale 0 is the no-effect control and ±100 the full control effect
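First, compounds were pin-transferred onto 10 nM Pol kappa. After 15 min at room temperature, substrate was added to 50 nM final. Fluorescence was then measured kinetically at 0 and 10 min.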
ERG-DNA inh: blocks human ERG Ets domain binding to DNA; P11308; fluorescence polarization, His-ERG Ets domain / labelled DNA; Potency, µM (series often up to 76.9 µM), for the others: at the top dose FP activity, negative = inhibition, hits mostly inhibitors; 370,000 compounds, 0.028% hits; AID 624246; active means well fitted inhibition curve with a large enough effect in the polarisation, with a control signal flat; inconclusive means small, poorly fitted or top-dose-only effect, or effect the other way, or a change in a side signal; inactive means no such curve, though single readings can be large or run the other way; the % refers to the polarisation;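 further: polarization taken with two DNA probes labelled with fluorescein and Texas red; potency means the concentration at half of the fitted maximal effect; % of control where 0% means no effect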
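His-tagged ERG Ets domain (1 uM in the protein solution; 300mM KCl, 50mM Tris-HCl, 1mM EDTA, 1mM DTT, pH 7.5) received compound, then a probe mix of 5 nM fluorescein-DNA and 100nM Texas-615-DNA. Fluorescence polarization was read for both dyes.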
TRHR agonist: agonists of human TRH receptor; TRHR cells, calcium flux fluo-8, FDSS agonist mode; activation, % at 2 µM; P34981; 360,000 compounds, 0.18% hits; in the data active means activation above about 30%; further: 0% is about no effect
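Steps: seed TRHR cells overnight; add fluo-8 no-wash Ca dye, RT 30 min–1.5 h; record 10 s baseline; pin-transfer compounds; monitor fluorescence 1 cycle/s for the agonist window. Calcium increases flag candidate agonists.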
12-LOX inh: blocks human arachidonate 12S-lipoxygenase; P18054; purified 12hLO, xylenol orange hydroperoxide absorbance; Potency, µM (doses to about 108 µM), without a hit: at the top dose activity change, negative = inhibition, hits mostly inhibitors; 580,000 compounds, 1.1% hits; AID 1671190; further: potency means the concentration at half of the fitted maximal effect; on the % scale 0 is the no-effect control and ±100 the full control effect
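Hydroperoxide product was detected by ferrous iron/xylenol orange as the 573 to 405 nm absorbance ratio. Arachidonic acid at 40 uM (final) was turned over for 30 min at room temperature by 150 nM human 12hLO, pH 7.0 Hepes buffer, after 15 min compound preincubation.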
Apoferritin bind: candidate novel general anesthetic via apoferritin binding; P02791; apoferritin/1-aminoanthracene competitive binding, fluorescence; Potency, µM (series often up to 77.5 µM), inactives show at the highest dose activity change, negative = displacement, hits mostly inhibitors; 350,000 compounds, 0.074% hits; further: potency means the concentration at half of the fitted maximal effect; on the % scale 0 is the no-effect control and ±100 the full control effect; nearly all actives have a fitted effect of over 20% in size
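Horse-spleen apoferritin (10 uM) in 50% saturated 1-aminoanthracene in PBS was incubated 10 min at room temperature with compound. Fluorescence (ex 380, em 535 nm) was normalized to free and bound 1-AMA, with concentration-response fitted by a four-parameter Hill equation.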
POLB inh: inhibitors of human DNA polymerase beta. P06746. Potency, µM (highest dose often 114 µM), for inactives: at the top dose activity change, negative = inhibition, usual class: inhibitors. 340,000 compounds, 1.3% hits. AID 485314. Pol beta primer extension/strand displacement, fluorescence kinetic; further: potency means the concentration at half of the fitted maximal effect; on the % scale 0 is the no-effect control and ±100 the full control effect
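Enzyme-only controls used 10 nM Pol beta; buffer lacking enzyme served as negative control. Compound preincubated 15 min, then 50 nM substrate added; 0 and 10 min reads at room temperature.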
Pol iota inh: DNA polymerase iota (human) inhibition | AID 588590 | Potency, µM (doses to about 115 µM), inactives show at the highest dose activity, negative = inhibition, hits mostly inhibitors | 390,000 compounds, 1% hits | Q9UNA4 | Pol iota fluorescent replication assay, 10 min; further: potency means the concentration at half of the fitted maximal effect
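Pol iota at 10 nM preincubated 15 min with compounds at room temperature; reaction started with fluorescent substrate, 50 nM final. Fluorescence read kinetically at 0 and 10 min; buffer-only wells as negative control.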
BLM helicase inh: inhibitors of human Bloom syndrome helicase BLM. P54132. recombinant BLM DNA unwinding, fluorescence dequenching. Potency, µM (doses to about 56.1 µM), for inactives: at the top dose activity change, negative = inhibition, most hits filed as inhibitors. 350,000 compounds, 0.2% hits;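 further: potency means the concentration at half of the fitted maximal effect; plate controls were vehicle for no effect and no enzyme for full effect; nearly all actives have a fitted effect of over 35% in size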
Target sequence (P54132 whole entry, looked up): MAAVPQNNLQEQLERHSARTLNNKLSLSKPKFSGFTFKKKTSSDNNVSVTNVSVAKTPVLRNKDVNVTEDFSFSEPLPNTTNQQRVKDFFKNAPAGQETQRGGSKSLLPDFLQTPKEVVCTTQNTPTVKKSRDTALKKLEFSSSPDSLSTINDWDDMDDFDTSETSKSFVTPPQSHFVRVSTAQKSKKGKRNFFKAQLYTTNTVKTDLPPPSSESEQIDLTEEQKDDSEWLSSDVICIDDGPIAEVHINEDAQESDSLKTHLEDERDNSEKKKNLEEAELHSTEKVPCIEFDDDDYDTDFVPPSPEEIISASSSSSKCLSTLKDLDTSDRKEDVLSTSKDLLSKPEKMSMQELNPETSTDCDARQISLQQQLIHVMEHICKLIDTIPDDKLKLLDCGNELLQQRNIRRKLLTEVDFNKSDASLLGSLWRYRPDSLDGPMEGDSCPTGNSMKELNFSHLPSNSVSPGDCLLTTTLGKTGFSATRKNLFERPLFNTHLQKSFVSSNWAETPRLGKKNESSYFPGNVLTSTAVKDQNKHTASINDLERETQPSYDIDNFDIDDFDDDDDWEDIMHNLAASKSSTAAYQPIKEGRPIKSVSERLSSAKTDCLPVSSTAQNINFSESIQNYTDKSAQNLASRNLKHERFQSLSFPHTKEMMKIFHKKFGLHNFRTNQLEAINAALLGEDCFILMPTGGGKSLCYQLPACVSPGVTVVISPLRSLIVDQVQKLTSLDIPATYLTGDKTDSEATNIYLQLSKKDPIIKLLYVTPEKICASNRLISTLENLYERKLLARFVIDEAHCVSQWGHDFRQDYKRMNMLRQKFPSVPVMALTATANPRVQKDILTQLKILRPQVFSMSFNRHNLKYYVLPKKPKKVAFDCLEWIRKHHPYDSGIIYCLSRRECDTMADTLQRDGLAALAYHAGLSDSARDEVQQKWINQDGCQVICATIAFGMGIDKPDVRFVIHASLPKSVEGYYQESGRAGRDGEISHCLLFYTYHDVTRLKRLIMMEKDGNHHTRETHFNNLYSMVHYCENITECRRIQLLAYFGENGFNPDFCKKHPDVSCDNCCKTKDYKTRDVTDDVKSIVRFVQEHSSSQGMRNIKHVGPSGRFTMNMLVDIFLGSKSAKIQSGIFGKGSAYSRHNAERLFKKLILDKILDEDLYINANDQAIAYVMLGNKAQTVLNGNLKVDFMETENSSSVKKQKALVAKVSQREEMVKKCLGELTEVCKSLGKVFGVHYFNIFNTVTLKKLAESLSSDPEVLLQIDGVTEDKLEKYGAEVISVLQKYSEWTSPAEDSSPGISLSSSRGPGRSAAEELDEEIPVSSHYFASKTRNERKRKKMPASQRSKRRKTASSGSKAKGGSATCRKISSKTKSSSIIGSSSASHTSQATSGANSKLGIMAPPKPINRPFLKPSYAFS
APEX1 inh: blocks human APE1 abasic DNA cleavage | P27695 | recombinant APE1, TAMRA/BHQ-2 abasic DNA cleavage fluorescence | Potency, µM (series often up to 65.8 µM), inactives show at the top dose activity change, negative = inhibition, usual class: inhibitors | 350,000 compounds, 0.35% hits | AID 2517;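 further: potency means the concentration at half of the fitted maximal effect; plate controls were vehicle for no effect and reference inhibitor for full effect; nearly all actives have a fitted effect of over 55% in size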
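APE1 at 0.75 nM preincubated 15 min at room temperature with compound. Reaction then started with 50 nM double-stranded THF-abasic substrate labelled with TAMRA/BHQ-2, and 525/598 nm fluorescence read kinetically. Activity taken as third-minus-first read difference, normalized to DMSO and NSC13755 controls.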
Numbers without * were called inactive; ? = inconclusive; / = no result given; & = joins results of further samples; [ ] = remark or other dose. Unless noted, the call rests on the fitted dose curve; in most records, active means well fitted curve in the direction sought with a large enough effect; inconclusive means small, poorly fitted or top-dose-only effect, or another doubt; inactive means no such curve, though single readings can be large; an effect the other way counts as inactive or inconclusive. This is a subset; count on the stated rates, not on these rows.

Each structure is followed by: Pol kappa inh, ERG-DNA inh, TRHR agonist, 12-LOX inh, Apoferritin bind, POLB inh, Pol iota inh, BLM helicase inh, APEX1 inh
> Cc1ccc(-c2nc3cc(NC(=O)c4cc(Br)ccc4Cl)ccc3o2)cc1
→ -10%, -2%, -1.4, 40µM*, 2%, 18%, -9%, -4%, /
> Cc1ccc(C2(C(F)(F)F)N=C3Sc4cc(C)ccc4N3C(=O)N2)cc1 (configuration not stated)
→ /, /, -0.4, 19%, ?, 14%, /, -1%, 7%
> CC1CCN(C(=O)c2cnn(-c3ccc(Cl)cc3)c2C2CCN(C(=O)OC(C)(C)C)CC2)CC1
→ 12%, 2%, 0.9, -10%, 2%, -5%, -1%, -2%, /
> CCn1cc(/C=N/NC(=O)c2ccc(C#N)cc2F)c2ccccc21
→ 2%, -12%, -0.5, 15%, 10%, ?, 1%[58.9 µM], -2%, 1%
> Cc1nc2cc(NC(=O)c3ccc(Cl)cc3)ccc2n1C
→ -10%, 4%, -0.2, -2%, -12%, 3%, 27%, -1%, 35%
> COc1cccc(C(=O)Oc2ccc(N3C(=O)CCC3=O)c(C)c2)c1
→ -13%, 8%, -0.3, 0%, -13%, 2%, 10%, -9%, 3%
> COc1cc2c(cc1NC(=O)CN1C(=O)NC3(CCc4ccccc43)C1=O)oc1ccccc12 (configuration not stated)
→ 7%, 9%, 0.4, -5%, -12%, 1%, -17%, -11%, -5%
> Cc1cccc(C(=O)N=C2SC3CS(=O)(=O)CC3N2c2ccccc2)c1 (configuration not stated)
→ -8%, -8%, 0.0, -20%, /, /, 17%, /, 7%
> CCOC(=O)c1cc2sccc2n1CC(=O)C(C)(C)C
→ 3%, -1%, 0.2, 8%, -1%, 6%, 70%[activator], -7%, 2%
> Cc1cc(-c2nnc(SCC(=O)Nc3ccc(Br)cc3F)n2N)n[nH]1
→ 2%, -10%, 0.4, -17%, -2%, -4%, 17%, -3%, 38%
> O=C(O)Cn1nc(-c2ccc(F)cc2)oc1=O
→ -12%, -20%, -0.4, 0%, -1%, 14%, 2%, 4%, -3%
> OC(CN1CCN(c2ncc(C(F)(F)F)cc2Cl)CC1)c1ccccc1 (configuration not stated)
→ -10%, 6%, -1.0, -31%, -12%, 8%, -21%, -7%, -14%
> Cc1nnc2ccc(-c3cccc(NS(=O)(=O)c4ccccc4Cl)c3)nn12
→ -8%, -8%, 0.3, -2%, /, /, 35%[activator], /, 46%[activator]
> CCOc1ccc(NS(=O)(=O)c2ccc(NC(=O)C3CCCO3)cc2)cc1 (configuration not stated)
→ -7%, 1%, 0.4, 0%, -11%, -2%, 3%, -2%, -4%
> Cc1[nH]n(S(=O)(=O)Cc2ccccc2)c(=O)c1N=Nc1ccccc1Cl
→ 1%, 8%, -0.9, ?, -13%, 6%, 86%[activator], -3%, -1%
> O=C(c1ccc(CSc2nc3ccncc3n2Cc2ccccc2F)cc1)N1CCCCC1
→ 13%, 3%, 0.2, -13%, 0%, 51%, 19%, -1%, /
> Cn1nc(C(=O)Nc2ccc(-n3cnnn3)cc2)c2ccccc2c1=O
→ -16%, 20%, /, ?, /, /, ?, /, -7%
> CC(C)c1ccc(N(C(=O)c2cc3ccccc3oc2=O)C2C=CS(=O)(=O)C2)cc1 (configuration not stated)
→ -7%, -10%, -1.9, -7%, -2%, 1%, -10%, -15%, 4%
> CCN1C(=NCc2ccco2)N[C@@H](c2cccc(C(F)(F)F)c2)C(C(=O)OC)=C1C
→ -13%, -1%, 0.3, -71%, -23%, 8%, 21%, -6%, 9%&25%
> Cc1cc(SCc2ccc(Br)cc2)nc(=O)[nH]1
→ 7%, 11%, -0.9, -1%, ?, -10%, 46%[activator], -2%, 27%
> O=C(CSc1nnc(CNC(=O)c2c(F)cccc2Cl)o1)NCCc1ccccc1
→ -3%, 2%, -0.2, 15%, -8%, 9%, 5%, -1%, 48%[activator]
> Cc1nc(Nc2ccccc2)sc1C
→ -18%, -2%, -1.4, -11%, ?, 0%, -25%, 1%, 3%
> CC(=O)N(C(C)=O)c1cccc(N(Cc2ccccc2)Cc2ccccc2)c1
→ -10%, 3%, /, ?, /, /, 14%, /, /
> COc1cc(OC)c2ccc(=O)oc2c1C(CCN1CCCC1)c1ccc2c(c1)OCO2 (configuration not stated)
→ 1%&3%, 6%, -0.2, 3%, -9%&-10%, -2%, 1%&8%, 6%&2%, 23%&4%
> COc1ccc(NC(=O)CC2C(=O)N(c3cccc(OC)c3)C(=O)N2Cc2cccnc2)cc1 (configuration not stated)
→ -14%, 1%, 0.2, -15%, -1%, ?, 21%, 1%, /
> Cc1ccc(O)c(/C=N/NC(=O)COc2ccc3c(C)cc(=O)oc3c2)c1
→ 5%, 14%, -0.9, 34%[activator], -4%, 22µM*, ?, -7%, -26%
> Cc1cccc(NC(=O)CO/N=C/c2ccc3c(c2)OCO3)c1
→ -18%, 4%, 0.2, ?, -19%, 20%, -7%, 3%, 23%
> COc1ccc(N2CCN(C(=O)CCn3c(=O)c4cccn4c4cccnc43)CC2)cc1
→ -18%, -1%, 0.1, -23%, -4%, -2%, 18%, 4%, /
> Cc1cccc2cc(CN(Cc3cccnc3)C(=O)c3ccccc3F)c(Cl)nc12
→ -6%, /, 0.0, 20%, -16%, -6%, 3%, -3%, -3%
> CCn1c(SCC(=O)Nc2ccc(NC(=O)c3cccs3)cc2)nnc1-c1cccnc1
→ -8%, 0%, -0.2, 0%, -13%, 5%, 15%, 1%, 1%
> O=C(NCCc1ccc(F)cc1)C(=O)NCC(c1cccs1)S(=O)(=O)c1ccc(Cl)cc1 (configuration not stated)
→ -10%[60.1 µM], 0%, -0.1, 0%, 3%, 16%, -6%, -5%, /
> CCCOc1ccc(C2NC(=O)NC2=O)cc1 (configuration not stated)
→ -4%, 17%, -0.2, 12%, -3%, -25%, -7%, -1%, 4%
> CCN(CC)C(=O)C(Sc1nnnn1-c1ccc(O)cc1)c1ccccc1 (configuration not stated)
→ -2%, -3%, -0.8, -6%, 2%, -8%, 24%, -6%, 2%
> COc1ccc(CCNC(=O)CCOc2cc(C)ccc2C)cc1OC
→ 5%, 6%, -0.9, 0%, -5%, 20%, 12%, 2%, 16%
> COc1ccc(NC(=O)COc2ccc(/C=N/n3c(C)nnc3C)cc2OC)cc1
→ 9%, -10%, 0.2, 6%, -11%, -12%, 5%, 5%, -1%
> CSc1ccccc1C(=O)Nc1ccc(S(=O)(=O)NC2=NCCCCC2)cc1
→ -8%, 3%, -0.9, ?, /, /, 0%, /, -15%
> CCOC(=O)c1ccc(NC2SC(=O)N(Cc3cccc(C(=O)O)c3)C2=O)cc1 (configuration not stated)
→ -10%, -19%, 0.2, -24%, -13%, 34%, -9%, -5%, /
> O=c1cnnc(N/N=C/c2ccc3c(c2)OCO3)[nH]1
→ -3%, -14%, 0.7, 1%, 4%, -16%, 8%, -3%, -4%
> O=C(CSc1nnc(-c2ccco2)n1Cc1ccccc1)c1ccc(F)cc1
→ -30%, -3%, -0.3, ?, ?, ?, 6%, -13%, 1%
> Cc1cccc(C(=O)NNC(=O)c2ccccc2)c1
→ -1%, 0%, 0.0, -6%, -7%, 17%, 4%, 0%, 3%
> COCCCNC(=O)c1ccc(Cn2c(=O)c3ccccc3n(CC(=O)Nc3ccc(C)cc3C)c2=O)cc1
→ 2%, -5%, -0.3, 0%, -23%, -9%, ?, -4%, /
> Cc1cc(C)nc(SCC(=O)Nc2ccccc2[N+](=O)[O-])n1
→ -9%, -8%, 0.3, 25%, -23%, 23%, 14%, -1%, 1%
> Cc1ccc(S(=O)(=O)NN/C(=N/S(=O)(=O)c2ccccc2)c2ccccc2)cc1
→ 9%, -8%, 0.2, -3%, -11%, 3%, 15%, 2%, 7%
> CCN(CC)S(=O)(=O)c1cc(NS(=O)(=O)c2cc(Cl)ccc2Cl)ccc1C
→ -20%, 1%, -0.6, ?, -3%, -15%, -2%, -3%, -5%
> Cc1ccc(-n2ncc(C(=O)NCCc3ccsc3)c2C2CCN(C(=O)OC(C)(C)C)CC2)cc1C
→ -8%, 3%, -0.7, -18%, 4%, 2%, -5%, -9%, /
> O=C(O)c1cccc(-n2cnnn2)c1
→ -23%, 5%, 1.0, ?, 1%, 0%, -5%, 0%, 1%
> O=C(Nc1cccc2ncccc12)C(c1ccccc1)c1ccccc1
→ -4%, 9%, -0.2, 2%&15%, -21%, -22%, 19%, -10%, -1%
> CCN1CCN(C(=O)N(Cc2ccc(Cl)cc2)S(=O)(=O)c2ccc(C)cc2)CC1
→ -5%, -2%, 0.4, -5%, /, /, 22%, /, -1%
> O=C(N/N=C/c1ccc(Cl)cc1Cl)c1n[nH]c2c1CCCC2
→ -3%, -4%, 0.0, 13%, -11%, 5%, -1%, 1%, 2%
